Bioassay records from PubChem BioAssay.
TAAR1 antag: human TAAR1 antagonists, primary screen, Fluo-8 calcium fluorescence, CHO RD-HGA16 cells; Trace amine-associated receptor 1 (Homo sapiens), Q96RJ0; antagonist; inhibition, % at 3 µM; actives 1.5% (n = 360,000); AID 624466, 2012;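 active = inhibition above a per-plate cutoff, the mean inhibition of test compounds on that plate plus 3 SD, cut at about 49% in these data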;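 note: 0% = DMSO plus EC80 beta-PEA response and 100% = DMSO alone without agonist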
Target sequence (Q96RJ0 whole entry, looked up): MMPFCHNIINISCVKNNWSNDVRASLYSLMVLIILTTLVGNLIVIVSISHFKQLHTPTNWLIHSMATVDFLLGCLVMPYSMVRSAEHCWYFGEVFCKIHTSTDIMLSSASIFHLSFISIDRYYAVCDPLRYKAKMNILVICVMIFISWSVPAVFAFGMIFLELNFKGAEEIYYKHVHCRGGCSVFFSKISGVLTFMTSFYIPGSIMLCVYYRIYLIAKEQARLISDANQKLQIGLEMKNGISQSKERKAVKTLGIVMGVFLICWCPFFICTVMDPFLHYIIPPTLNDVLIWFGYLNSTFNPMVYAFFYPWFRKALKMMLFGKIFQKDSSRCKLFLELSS
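Test system: hTAAR1-expressing CHO RD-HGA16 cells, Gα16-coupled; Probe or stimulus: EC80 β-phenethylamine stimulus; Compound dosing: single nominal final test compound concentration of 3 µM; Timing: 140 s kinetic read after compound, 140 s after agonist; Signal: Fluo-8 calcium-sensitive fluorescence; Measure: % inhibition of agonist calcium response; Controls: DMSO and EC80 PEA controls.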
M1 ag: human M1 muscarinic receptor agonists, primary screen, Fluo-8 calcium fluorescence, CHO-K1 cells, HTS; actives 0.33% (n = 360,000); Muscarinic acetylcholine receptor M1 (Homo sapiens), P11229; activation, % at 3 µM; CHO-K1 hM1, agonist mode; 0% DMSO, 100% acetylcholine EC100;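 active = activation above the run's mean compound activation plus 3 SD, cut at about 16% in these data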;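 note: peak over basal fluorescence ratio within a 140 s kinetic read after compound addition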
OXTR potentiator: human OXTR potentiators, primary screen, fluorescence, CHO-OTR cells, Fluo-8 calcium; Fluo-8 calcium fluorescence, potentiator mode; 0% = oxytocin EC15, 100% = EC100; Oxytocin receptor (Homo sapiens), P30559; actives 0.061% (n = 320,000); activation, % at 3 µM;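 active = activation above that plate's cutoff, the mean activation of tested compounds plus 3 SD, cut at about 6.6% in these data, passing the limit was not always enough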;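 note: 100% uses oxytocin at 75 nM as the full agonist control; some results filed as inactive read as strong as hits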
Target sequence (P30559 whole entry, looked up): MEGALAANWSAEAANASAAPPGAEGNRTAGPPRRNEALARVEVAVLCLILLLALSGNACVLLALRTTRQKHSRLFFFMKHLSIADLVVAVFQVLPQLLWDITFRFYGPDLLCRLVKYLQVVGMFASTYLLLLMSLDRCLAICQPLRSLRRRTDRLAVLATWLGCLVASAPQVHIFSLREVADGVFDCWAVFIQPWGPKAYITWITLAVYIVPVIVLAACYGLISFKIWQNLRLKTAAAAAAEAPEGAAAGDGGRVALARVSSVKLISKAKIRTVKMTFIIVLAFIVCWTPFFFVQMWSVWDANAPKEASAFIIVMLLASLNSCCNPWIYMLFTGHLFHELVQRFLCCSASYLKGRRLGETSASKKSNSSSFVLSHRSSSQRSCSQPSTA
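Assay system: CHO cell line stably expressing human OTR. Reagent: EC15 oxytocin agonist. Dosing: single dose, 3.0 µM nominal final compound concentration. Timing: compound 6 min at room temperature before oxytocin, 100 s read. Signal: kinetic Fluo-8 calcium fluorescence. Controls: oxytocin EC15 low and EC100 high.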
CHO-K1 Ca antag: M1 antagonist counterscreen hit in parental CHO-K1 cells | ATP-induced calcium, Fluo-8 fluorescence | inhibition, % at 3 µM | actives 0.6% (n = 360,000);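 active = inhibition above a per-plate cutoff, the plate's mean sample inhibition plus 3 SD, cut at about 24% in these data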;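 note: 0% = DMSO plus EC80 ATP and 100% = DMSO alone without ATP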
M1 ag parental: counter-screen for M1 agonists: effect in parental CHO-K1 cells | Fluo-8 calcium fluorescence; scaled to maximal ATP response, vehicle zero | activation, % at 3 µM | actives 0.48% (n = 360,000) | AID 602248, 2012; in the data active = activation above about 15%;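 note: untransfected CHO-K1 host cells lacking M1 receptor as counterscreen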
M1 PAM parental: nonselective calcium activators in parental CHO-K1 cells, primary screen, counter-screen for M1 PAM project, cell-based, Fluo-8 calcium fluorescence, full deck, 1536-well. ATP EC20; 0% at ATP EC20, 100% at ATP max. activation, % at 3 µM. actives 0.02% (n = 360,000);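 active = activation above the run cutoff, the mean activation of all test compounds plus 3 SD, cut at about 40% in these data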;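 note: peak over basal fluorescence ratio in a 140 s read after ATP addition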
CHRM1 antagonist: human M1 muscarinic receptor antagonists, primary screen, CHO-K1 cells, Fluo-8 calcium fluorescence, 1536-well. CHO-K1 hM1, ACh EC80 antagonist. Muscarinic acetylcholine receptor M1 (Homo sapiens), P11229. inhibition, % at 3 µM. actives 1.3% (n = 360,000);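 active = percent inhibition above its own plate's cutoff, namely the mean of that plate's compound wells plus 3 SD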;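 note: peak over basal fluorescence ratio during 140 s after agonist addition; 0% = ACh EC80 plus DMSO and 100% = DMSO alone without agonist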
TAAR1 ag: human TAAR1 agonists, primary screen, Fluo-8 calcium fluorescence, CHO RD-HGA16 cells | activation, % at 3 µM | vehicle wells 0%, saturating PEA agonist 100% | AID 624467, 2012 | Trace amine-associated receptor 1 (Homo sapiens), Q96RJ0 | actives 0.99% (n = 360,000);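 active = activation above the mean activation of all test compounds in the run plus 3 SD, cut at about 38% in these data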
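System: CHO-derived RD-HGA16 cells with stable Gα16 and human TAAR1. Times: 17-24 h plating, Fluo-8 75 min 37 °C, 30 min RT. Measured by: calcium-sensitive Fluo-8 signal, excitation 470-495, emission 515-575 nm. Read-out basis: % activation relative to PEA EC100 response. Control set: DMSO and PEA EC100. Repeats: no replicates (n 1).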
CHO parental Ca: ATP-evoked calcium signal inhibitors, parental CHO, primary screen, counter-screen for OX1R antagonist project, cell-based, fluorescence, Fluo-8 calcium dye. inhibition, % at 5.6 µM. actives 0.63% (n = 330,000). parental CHO-K1, ATP-induced calcium, Fluo-8 fluorescence;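 active = inhibition above that plate's mean sample inhibition plus 3 SD, cut at about 26% in these data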;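 note: 0% = ATP-challenged DMSO wells and 100% = DMSO wells without ATP; some compounds past the cut are filed as inactive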
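Material: Parental CHO cells | Reagent: ATP | Compound dosing: Single nominal dose of 5.6 µM per compound | Detection: Intracellular calcium via Fluo-8 no-wash fluorescent dye | Read-out: % inhibition of ATP-induced calcium mobilization | Benchmarks: Low control ATP plus DMSO, high control DMSO only | Replicates: Singlicate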
Active calls of the source: *; . = no result given.

SMILES	TAAR1 antag	M1 ag	OXTR potentiator	CHO-K1 Ca antag	M1 ag parental	M1 PAM parental	CHRM1 antagonist	TAAR1 ag	CHO parental Ca
O=C(NC1CC1)C1=C[C@H](c2coc3ccccc3c2=O)C[C@H](OCCCCO)O1	11	-5	1	-16	-0.1	12	-2	17	-15
Cn1c(=O)c(C(=O)N2CCc3ccccc32)cc2cccnc21	-20	0	-15	1	0.6	-12	-2	3	5
CCOC(=O)c1c(C)[nH]c(C)c1C(=O)CSc1nnc(N)s1	-5	-2	-12	-4	0.0	17	-4	16	1
CN(Cc1nc2ccccc2c(=O)[nH]1)C(=O)c1ccc(S(=O)(=O)N2CCCC2)cc1	6	-4	13*	-9	0.6	-11	7	0	-7
N#Cc1ccc(COC(=O)CCc2c[nH]c3ccccc23)cc1	-25	6	-6	6	0.3	2	-5	2	1
COc1ccc(C(C)C)cc1-c1ccc2nncn2c1	-3	-4	.	-12	0.8	12	-10	2	.
COc1ccc(-c2nc(C=O)cs2)cc1	-17	-2	0	-6	-0.1	8	-3	3	2
CCOc1ccc(NCc2cc3c(C(C)(C)C)nn(-c4ccccc4)c3[nH]c2=O)cc1	-44	2	-3	-12	-0.1	7	-27	13	-31
CCS(=O)(=O)N1CCC(NC(=O)c2cc(OC)cc(OC)c2)CC1	3	-5	-5	-7	0.4	20	-7	3	-8
COC(=O)[C@H]1C[C@H](OC(=O)NC2CCCC2)[C@@]2(O)CN(S(=O)(=O)c3ccc(C)cc3)CC2[C@H]1C(=O)OC (stereo not given in full)	8	-2	.	-1	0.5	22	4	3	.
NC1=NC(c2ccc(Cl)cc2)N(c2ccc(S(N)(=O)=O)cc2)C(N)=N1 (stereo not given)	-4	-8	-11	0	0.7	13	0	1	4
COc1cc(C2CC(=O)c3c([nH]c(C(=O)OCCOC(C)C)c3C)C2)cc(OC)c1OC (stereo not given)	64*	2	-9	21	5.1	-14	15	9	31*
Cc1ccc(OCC(=O)N(Cc2ccco2)c2c(N)n(Cc3ccccc3)c(=O)[nH]c2=O)cc1C	-2	-2	-4	-16	0.3	17	30	5	-14
O=C(CNS(=O)(=O)c1ccc(F)cc1)N1CCN(c2ccc(F)cc2)CC1	-6	-3	-9	-5	3.4	7	-1	3	-3
COc1ccc(-c2cc(C(=O)N(C)Cc3ccccc3F)c3ccccc3n2)cc1OC	78*	-2	-12	8	5.2	1	40*	9	-5
CSc1nnc([C@H](C)NC(=O)OC(C)(C)C)o1	-6	-3	8	-2	-0.5	-6	-22	6	6
Cc1ccc(-c2onc3ccc(C4OCCO4)cc23)cc1	16	-5	-19	-13	1.8	15	-5	4	3
O=C(Cn1c2c(c(=O)n3ncnc13)CCC2)N/N=C/c1ccc(Cl)cc1	-10	0	-7	5	3.5	-5	-5	2	-14
COc1cc(NC(=O)c2cccs2)c(C(=O)OCC(=O)NCc2ccco2)cc1OC	30	-3	1	5	1.8	7	9	8	-7
COc1ccc(C2CC(c3ccccc3)n3nnnc3N2)cc1 (stereo not given)	12	0	-4	-9	0.1	16	-12	2	-12

For convenience, some entries already given.
SMILES	TAAR1 antag	M1 ag	OXTR potentiator	CHO-K1 Ca antag	M1 ag parental	M1 PAM parental	CHRM1 antagonist	TAAR1 ag	CHO parental Ca
O=C(NC1CC1)C1=C[C@H](c2coc3ccccc3c2=O)C[C@H](OCCCCO)O1	11	-5	1	-16	-0.1	12	-2	17	-15
Cn1c(=O)c(C(=O)N2CCc3ccccc32)cc2cccnc21	-20	0	-15	1	0.6	-12	-2	3	5
CCOC(=O)c1c(C)[nH]c(C)c1C(=O)CSc1nnc(N)s1	-5	-2	-12	-4	0.0	17	-4	16	1
CN(Cc1nc2ccccc2c(=O)[nH]1)C(=O)c1ccc(S(=O)(=O)N2CCCC2)cc1	6	-4	13*	-9	0.6	-11	7	0	-7
N#Cc1ccc(COC(=O)CCc2c[nH]c3ccccc23)cc1	-25	6	-6	6	0.3	2	-5	2	1

The results go on:
SMILES	TAAR1 antag	M1 ag	OXTR potentiator	CHO-K1 Ca antag	M1 ag parental	M1 PAM parental	CHRM1 antagonist	TAAR1 ag	CHO parental Ca
N#CCCN(C(=O)COC(=O)c1cc(=O)[nH]c2ccccc12)c1ccccc1	2	-2	-9	-17	0.3	15	-8	5	-6
COc1ccccc1N1CCN(CCCCN2C(=O)C3CCCN3C2=O)CC1 (stereo not given)	-12	-7	.	-7	0.5	3	1	1	.
COCCN=C1NN=C(c2ccc(NC(C)=O)cc2)CS1	5	-4	-4	4	-0.1	-15	7	5	2
CCc1sc(-c2c(C#N)c(N)nc3c2CCCCCC3)cc1[N+](=O)[O-]	-1	5	3	-3	1.2	23	-6	53*	-31
CSc1ccccc1NC(=O)CN(C)C(=O)C(C)SCc1nc2sc(C)c(C)c2c(=O)[nH]1 (stereo not given)	6	-6	.	-17	3.3	-11	-2	1	.
CC(C)(C)c1ccc(OCC(=O)NN2Cc3ccccc3C2=N)cc1	-7	-7	0	-17	1.2	22	2	8	-16
CC1(c2nnnn2-c2ccc3c(c2)OCCO3)CCC(=O)N1C1CCN(Cc2ccccc2)CC1 (stereo not given)	8	.	.	-10	1.1	5	.	5	.
Cc1cc(=O)n2nc(N3CCC(C(=O)NCCc4ccccc4)CC3)sc2n1	-37	-5	2	0	-0.3	9	0	22	-1
N#Cc1ccc(Nc2nc(-c3ccccc3)cs2)cc1	17	-7	.	-2	0.1	-4	-9	-2	.
CC(C)(C)OC(=O)C[C@@H]1C/C=C\C[C@@H](CC(=O)N(CCO)Cc2ccccc2)C(=O)N[C@H](Cc2c[nH]c3ccccc23)COC1=O	33	-5	-6	-10	0.5	15	1	3	-12
O=C(c1cc(-c2ccc(Br)cc2)on1)N1CCCCCC1	-22	-2	-8	0	0.0	10	-15	7	-12
NS(=O)(=O)c1ccc(NC(=S)NC(=O)c2ccc(-c3ccccc3)cc2)cc1	40	-6	-10	-4	1.7	11	5	3	-9
Cc1nc(Cl)c(N=Cc2cccc([N+](=O)[O-])c2)c(Cl)n1	9	-3	-8	-10	0.5	0	0	1	15
O=S(=O)(c1ccc(Cl)cc1)c1nc(-c2ccco2)oc1N1CCCCC1	-27	-2	-10	-6	1.2	-9	-1	3	-8
CC(C)C(=O)NC(=S)Nc1ccc(S(=O)(=O)NC2CCCCC2)cc1	-8	-1	-12	3	6.1	-6	-2	2	1
CC(C)c1nnc(NC(=O)Cc2cccs2)s1	-3	-13	2	-6	-0.3	17	-4	1	-2
CCCCN1C[C@H](COC(=O)CCC)Oc2cccc(F)c2S1(=O)=O	10	-6	.	-7	0.1	16	3	0	.
CCc1cc(C(=O)N(C)CC(=O)N(CC(C)C)c2c(N)n(CC(C)C)c(=O)[nH]c2=O)sc1C	.	0	-2	-7	0.2	-11	6	.	-1
COC(=O)c1ccccc1OCCOc1ccccc1C(=O)OC	6	-1	-4	9	0.9	-5	-7	10	-33
CC(=O)N1C(C(=O)O)CSC1c1ccc(C)cc1 (stereo not given)	-35	-2	10	-2	0.5	23	-11	1	-4
CC1C2NC(=O)N(Cc3ccccc3)C1(C)Oc1ccccc12 (stereo not given)	-6	-1	-7	5	0.2	-10	-19	0	-10
CCCCOc1ccc(C(=O)NCc2ccco2)cc1	11	-2	-4	-18	1.0	-4	5	-2	-8
COc1ccc(NC(=O)CN2C(=O)NC(c3ccccc3)(c3ccccc3)C2=O)cc1	0	0	-10	-12	1.1	15	-13	4	-12
CC(=O)C(=Cc1ccc(C(=O)O)cc1)C(C)=O	-14	0	-5	8	0.0	-8	-5	4	-4
CS(=O)(=O)c1ccc(Cl)c(NC(=O)C2CC(=O)N(Cc3ccccc3)C2)c1 (stereo not given)	9	-2	-13	-5	0.2	12	-4	1	-2
O=C(CN1CCN(c2cccc(Cl)c2)CC1)N1CCCC1	-18	-4	-7	-2	0.3	15	1	9	-5
c1ccc(-c2nnc(SCc3nc4ccccc4[nH]3)n2Cc2ccco2)cc1	11	-4	-3	-14	2.0	-2	-4	6	-24
Cc1ccc(S(=O)(=O)N2CCOCC2)cc1C(=O)Nc1cccc(S(=O)(=O)N2CCCC2)c1	20	-14	-3	-15	3.1	9	-4	4	-11
COc1ccccc1CCNC(=O)C1CCC(=O)N(C2CCCCCC2)C1 (stereo not given)	-27	-2	.	5	1.7	6	-12	1	.
CCOC(=O)NCN1C(=O)C2C3C=CC(C3)C2C1=O (stereo not given)	-1	-4	-4	0	0.7	12	-2	4	-4
Cc1cc(C)nc(NC(=O)c2c(-c3ccccc3Cl)noc2C)c1	4	-9	2	-7	0.3	19	-7	7	-11
O=C(/C=C/c1ccccc1)NCCc1nc2ccccc2[nH]1	-41	-4	-3	-9	2.2	22	-7	4	-22
Cc1cc(=O)oc2cc(OC(C)C(=O)NCCCN3CCCC3=O)c(Cl)cc12 (stereo not given)	-28	-1	-8	-1	1.5	7	-20	2	-15
O=C(CN1CCN(Cc2ccccc2)CC1)Nc1nc2ccccc2s1	1	-8	-4	1	2.0	5	-5	3	-14
CC1CCN(C(=O)c2[nH]cnc2C(=O)NC2CCN(C(=O)OC(C)(C)C)CC2)CC1	11	-5	-3	-5	0.0	8	0	5	-8
COC(=O)/C(=C/Nc1ccc(O)cc1)[N+](=O)[O-]	-8	-2	-4	-13	0.4	6	-1	4	-6
CCOC(=O)c1[nH]c2ccc(Cl)cc2c1NC(=O)c1nonc1C	-2	-6	8	-6	0.6	20	-5	9	12
O=C(Cc1cccc([N+](=O)[O-])c1)Nc1cccc(C(=O)N2CCCC2)c1	2	-3	-10	-1	-0.1	-18	7	1	-8
COc1ccc(CNC(=O)C/C(C)=N/NC(=O)COc2cccc(C)c2)cc1	15	-6	-6	0	-0.2	-8	-6	5	8
O=C(Oc1cccc2cccnc12)c1ccc(N2C(=O)C3C4CCC(C4)C3C2=O)cc1 (stereo not given)	-4	1	-1	0	0.0	-3	-6	2	1
